Source: PubChem
miR-122 sensor = miR-122 inhibition in Huh7 cells. Huh7 miR-122 Renilla luciferase sensor, 48 h; neutral wells = 0, positive control = 100. activation (reporter increase), % at 12.5 µM. 0.3% of 340,000 active. AID 602342;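 active = mean replicate activation score at least 90 and every replicate individually at or above 90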;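 also: higher luciferase means less miR-122 activity so hits act as miR-122 inhibitors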
Active calls of the source: *. Not all compounds are listed (hit frequency here may not be typical).

compound,miR-122 sensor
COc1ccc(C(=O)N/C(=C\c2ccco2)C(=O)NCCN2CCOCC2)cc1,3
COc1cccc(C(=O)CSc2nc3ccccc3n2CC(=O)N2CCOCC2)c1,-4
Cc1ccc(-n2nnnc2SCC(=O)NCCC2=CCCCC2)c(C)c1,-15
Cc1ccccc1N1CCN(S(=O)(=O)c2ccc3oc(=O)ccc3c2)CC1,4
Cc1ccc(C(c2cc(Cl)c3cccnc3c2O)N2CCN(C)CC2)cc1 (configuration not stated),0
Cn1c(CNc2ccccn2)c(C#N)c2ccccc21,5
Cc1cccnc1NC1OC(=O)c2ccccc21 (configuration not stated),-3
Cc1cccc2nc(=S)n(C(=O)c3ccco3)n12,-3
CCCCSc1nc2c(cnn2-c2ccc(Cl)cc2)c(=O)[nH]1,-6
Cc1nnc(NC(=O)CSc2nnc(Cc3ccccc3)n2Cc2ccccc2)s1,-1
COCCOC(=O)C1=C(C)N=C2SCCC(=O)N2C1/C=C/c1ccccc1 (configuration not stated),-2
Cc1cc(C)nc(N(C#N)Cc2ccccc2)n1,-2
O=C(c1ccc(F)cc1)C1CCN(C(=O)N2CCOCC2)CC1,-2
COc1ccc(CNC(=O)c2c(N)n(CCCN3CCOCC3)c3nc4ccccc4nc23)cc1,-20
Cc1cc(-n2nc(C)cc2C)nc(NS(=O)(=O)c2ccccc2Cl)n1,-16
O=C1C=C(N(CCO)Cc2ccccc2)c2ccccc2C1=O,-2
c1coc(CN(Cc2cccs2)Cc2nnnn2C2CCCCC2)c1,7
COc1cc(N=Nc2c(O)c3ccccc3[nH]c2=O)c(OC)cc1N=Nc1ccccc1,-4
CCCN1CCC(NC(=O)Nc2ccc(F)cc2F)CC1,14
Cc1onc(-c2ccccc2)c1C(=O)Nc1ccon1,1
c1ccc(-c2nnc(CN3CCCc4ccccc43)o2)cc1,-1
COc1ccc(-n2cnnc2SCC(=O)NC2CCS(=O)(=O)C2)cc1 (configuration not stated),2
COc1ccc(NC(=O)Cn2c(=O)sc3ccccc32)cc1,5
O=C(CSc1ccccc1)N1CCN(c2ccccc2)CC1,8
CCN(CC)C(=O)CSc1ncnc2c(-c3cccs3)nsc12,-3
COC(=O)c1[nH]c2ccccc2c1NC(=O)CN1CCC(C(N)=O)(N2CCCCC2)CC1,1
O=C(NC(=O)c1cccc(OC(F)(F)C(F)F)c1)OC1CCS(=O)(=O)C1 (configuration not stated),-2
CC(Nc1nc(N2CCCC2)nc2ccccc12)c1ccccc1 (configuration not stated),-7
CC1(C)N=C(c2ccc(Cl)cc2Cl)C(=O)N1,-3
COCCCNC(=O)c1ccc2c(c1)OCO2,-8
Cc1cc(C(=O)NNC(=S)NCc2ccco2)n(C)n1,-5
COC(=O)C1(S(=O)(=O)c2ccc(C)cc2)CCOCC1,-4
COc1ccc(C(C(=O)NC(C)(C)C)N(Cc2ccco2)C(=O)CCC(=O)Nc2cc(C)on2)cc1 (configuration not stated),-4
Cc1nn(-c2ccccc2)c2c1C(=O)N(c1ccccc1)C(=O)C(C)(C)C2,-4
COC(=O)c1ccc(C23CC4(C2)[C@H](CN(Cc2ccc(C(F)(F)F)cc2)[C@@H]4c2ccccc2)C3c2ccccc2)cc1 (some centres not stated),1
Cc1cccc(NC(=S)NNC(=O)Cc2ccccc2)c1,0
O=C(C1CCN(CCCc2ccccc2)CC1)N(CCc1ccccc1)Cc1ccccc1,3
C=CCn1c(SCC(=O)Nc2cc(C)on2)nc2sc(CC)cc2c1=O,-1
COC(=O)c1ccc(OC)c(Cn2c(=O)n(C)c(=O)c3sccc32)c1,-5
CCCCOc1ccc(C(=O)Nc2ccc(N3CCN(C(=O)C(C)C)CC3)cc2)cc1,1
Cc1cc(C(=O)Cn2nnc3ccccc3c2=O)c(C)n1-c1ccccc1F,15
CCN(CC)S(=O)(=O)N1CCC(C(=O)NCc2ccc3c(c2)OCO3)CC1,-1
Cc1c(Cl)cccc1N1C(=O)c2ccccc2C1=O,-6
Cc1cc(C(=O)Nc2ccccc2N2CCOCC2)ccc1[N+](=O)[O-],0
N#Cc1c(N)n[nH]c1-c1cc2c([nH]1)CCCC2,26
COc1ccc(S(=O)(=O)n2nc(OC(=O)c3c(-c4ccccc4Cl)noc3C)cc2N)cc1,-2
OC(COc1ccc(OCC(O)CN2CCCCCC2)cc1)CN1CCCCCC1 (configuration not stated),-11
Cc1ccc(C)c(SCC(=O)Nc2nnc(-c3ccccc3)o2)c1,-2
O=C(N/N=C/c1ccccc1OCC(=O)N1CCCC1)C(=O)Nc1ccccc1F,9
CC(C)=C(NC(=O)c1ccccc1)C(=O)N/N=C(\C)c1ccccc1O,-3

5 structures already listed, ordered by count of non-hydrogen atoms, lowest first.
compound,miR-122 sensor
Cc1cccc(NC(=S)NNC(=O)Cc2ccccc2)c1,0
c1ccc(-c2nnc(CN3CCCc4ccccc43)o2)cc1,-1
COC(=O)c1ccc(OC)c(Cn2c(=O)n(C)c(=O)c3sccc32)c1,-5
O=C(NC(=O)c1cccc(OC(F)(F)C(F)F)c1)OC1CCS(=O)(=O)C1 (configuration not stated),-2
COc1ccc(C(C(=O)NC(C)(C)C)N(Cc2ccco2)C(=O)CCC(=O)Nc2cc(C)on2)cc1 (configuration not stated),-4

The list goes on:
compound,miR-122 sensor
O=C(OCC(=O)c1ccc(Cl)cc1Cl)c1ccc2c(c1)C(=O)N(c1cccc3ncccc13)C2=O,-2
COc1cc(CN2C(=O)C(NC(=O)c3ccco3)(C(F)(F)F)C3=C2CC(C)(C)CC3=O)cc(OC)c1 (configuration not stated),4
O=C(NCCc1ccccc1)c1ccc(CS(=O)(=O)Cc2ccccc2F)o1,-2
NS(=O)(=O)c1ccc(CCNC(=O)C2CCN(S(=O)(=O)c3cccc4cccnc34)CC2)cc1,3
CCOc1ccc(C2C(C#N)=C(N)SC(N)=C2C#N)cc1OCC,-12
Cc1cc(C)c2c(c1)/C(=C/C(=O)c1ccc(Br)s1)C(=O)N2,-43
CCCNC(=O)c1ccc2c(=O)c(O)c(-c3ccc(OC)cc3)[nH]c2c1,7
Cc1ccc(C(=O)/C=C/c2c(C)nn(-c3ccccc3)c2Cl)cc1,-5
O=C1OCCC1Sc1nnc(-c2cccc(Br)c2)o1 (configuration not stated),-4
CC(c1ccco1)N(C(=O)c1ccc(C#N)cc1)c1ccccn1 (configuration not stated),11
COC(=O)C(NC(C)=O)(Nc1nc2c(s1)CCCC2)C(F)(F)F (configuration not stated),4
COc1cc(NC(=O)C2CCCC2)c(OC)cc1Cl,1
CCCCOC(=O)Nc1nnc(-c2ccccc2OC)s1,1
COc1ccc(Cn2c(-c3ccco3)nc3oc4ccccc4c(=O)c3c2=O)cc1,-1
N#CCSc1nc2c(cc1C#N)CCCCCC2,-9
CCCCn1c(-c2ccc(Cl)cc2)nc2c(=O)n(C)c(=O)[nH]c21,4
CCSc1nnc(NC(=O)CCc2ccccc2)s1,5
C=CCNc1nnc(C)c2ccccc12,-7
COC(=O)Cn1c(CCS(=O)(=O)c2ccc(Cl)cc2)nc2ccccc21,-4
COC(=O)c1cc(Br)c(=O)n(CCc2ccc(O)cc2)c1,-2
O=C(c1ccc(-c2nnc(-c3ccccc3)o2)cc1)N1CCCCCC1,-3
OC(CNCC1CCCO1)Cn1c2ccc(Br)cc2c2cc(Br)ccc21 (configuration not stated),-11
COc1ccc(CCNC(=O)C(C)Sc2ccccc2)cc1OC (configuration not stated),7
COC(=O)C1=C(O)C(C(=O)OC)C(c2ccc(C)cc2)C(C#N)(C#N)C1c1ccc(C)cc1 (configuration not stated),-13
COc1ccc(OCC(O)Cn2cnc(-c3ccc(Br)cc3)c2)cc1 (configuration not stated),1
CCSc1nc2c(c(=O)[nH]1)C(c1ccncc1)C(C(=O)OC)=C(C)N2 (configuration not stated),1
CCN(CC)/C(=N/S(=O)(=O)c1ccc(C)cc1)c1ccccc1,10
Cc1ccccc1NC(=O)COc1nsnc1N1CCOCC1,0
CCOC(=O)CC1(C)NC(=O)c2c(C)sc(C(=O)OCC)c2N1 (configuration not stated),-1
CC(C)(C)c1ccc(OCCON2C(=O)CCC2=O)c(Cl)c1,-1
O=C(CSc1ncccn1)Nc1ccc(S(=O)(=O)N2CCCCC2)cc1,-6
O=C(CSc1n[nH]c(-c2cccs2)n1)N1CCN(S(=O)(=O)c2ccc3ccccc3c2)CC1,2
CCOc1ccc(NC(=O)CSc2n[nH]c(N)n2)c([N+](=O)[O-])c1,6
O=C(Oc1cccc2c(=O)[nH]ccc12)c1ccccc1,-1
Clc1ccc(-c2ccnc(Oc3ccc4ccccc4c3)n2)cc1,-2
COc1cccc(C(=O)N2CCN(C3CCC(c4ccccc4)CC3)CC2)c1OC (configuration not stated),-3
COc1ccc(NC(=O)Nc2nccs2)cc1,2
Cc1ccc(C(=O)NCCSc2ccccc2)cc1S(=O)(=O)Nc1ccccc1,94*
Cc1nn(CCc2nn[nH]n2)c2nc(C(F)(F)F)cc(C(F)(F)F)c12,-6
Cc1cc([N+](=O)[O-])nn1CC(=O)NNC(=S)Nc1ccc(Cl)cc1,-5
COc1cc(/C=C(/NC(=O)c2ccccc2)C(=O)Nc2ccccc2)c([N+](=O)[O-])cc1OC,-5
COc1cc(C(=S)N2CCCCC2)ccc1O,2
O=C1CC(c2ccccc2)CC(O)=C1C=NCC1CCCO1 (configuration not stated),-3
COc1ccc(-c2nnc(SCC(=O)NCc3ccco3)n2C)cc1,-3
O=C(c1ccccc1)c1ccccc1C(=O)N1CCCC1,1
COc1cccc2cc(-c3nnc(SCC(=O)Nc4cc(C(F)(F)F)ccc4Cl)n3N)oc12,-2
CN1C(=S)SC(N(O)C(=O)NC2CCCCC2)C1(C)C (configuration not stated),3
Nc1c2c(nc3ccc(Br)cc13)N(c1ccccc1)CC2,5
O=c1c2c(nc3n1CCCCC3)sc1c(O)cccc12,-2
COc1ccc(CCNC(=O)c2ccc(Cl)c(S(=O)(=O)N(C)c3ccccc3)c2)cc1,-4

Continued, starting with the last 5 of the part before.
compound,miR-122 sensor
COc1cccc2cc(-c3nnc(SCC(=O)Nc4cc(C(F)(F)F)ccc4Cl)n3N)oc12,-2
CN1C(=S)SC(N(O)C(=O)NC2CCCCC2)C1(C)C (configuration not stated),3
Nc1c2c(nc3ccc(Br)cc13)N(c1ccccc1)CC2,5
O=c1c2c(nc3n1CCCCC3)sc1c(O)cccc12,-2
COc1ccc(CCNC(=O)c2ccc(Cl)c(S(=O)(=O)N(C)c3ccccc3)c2)cc1,-4
CCOC(=O)/C(C#N)=C/c1ccc(OCC(=O)Nc2cc(C)ccc2C)c(OC)c1,2
COc1ccc(OC)c(C(=O)COC(=O)c2c(OC)cccc2OC)c1,12
O=C1CC(c2ccccc2)c2ccc(O)cc2O1 (configuration not stated),1
O=c1[nH]ncc2c3ccccc3n(Cc3ccccc3F)c12,-1
CC1CC(C)CN(S(=O)(=O)c2cccc(C(=O)OCCN3CCCC3=O)c2)C1 (configuration not stated),-6
Cc1ccc(S(=O)(=O)N2CCCC2C(=O)Nc2cc(C)on2)cc1 (configuration not stated),-1
COc1cc(C(c2c(C)[nH][nH]c2=O)c2c(C)[nH][nH]c2=O)ccc1OC(=O)c1cccc([N+](=O)[O-])c1,-2
COc1cccc(C=Nc2ccc(C)c(F)c2)c1O,-11
Cc1ccc(C(=O)C(NC(=O)c2ccco2)N2CCOCC2)cc1 (configuration not stated),2
Cc1nc2c(C(=O)NCCC3=CCCCC3)c[nH]n2c(=O)c1Cl,-5
Cc1cc(=O)oc2c(CN3CCC(C)CC3)c(O)c(Cl)cc12,-20
Fc1cccc(Nc2cc(-n3cccn3)ncn2)c1,-6
CCN(CC)CCNC(=O)Cn1nc(-c2ccccc2)c2ccccc2c1=O,-3
Cc1c(NC(=O)CSc2nnc3c4ccccc4n(CCc4ccccc4)c3n2)c(=O)n(-c2ccccc2)n1C,23
O=C(c1cc(-c2ccco2)on1)N1CCc2ccccc2C1,-1
O=C(c1ccc(Cl)c(F)c1F)N1CCOCC1,-6
O=C(CCCN=C1NS(=O)(=O)c2ccccc21)OCC(=O)N1CCc2ccccc21,-8
CN(C)c1nc(N)nc(Cn2ccnc2)n1,-5
Cn1c(N)c(C(=O)NCc2ccccc2)sc1=S,-20
Cc1cc(C)n(S(=O)(=O)c2ccc3ccccc3c2)n1,2
COC(=O)[C@H](Cc1ccccc1)NC(=O)NCc1ccccc1OC,-6
Cc1cc(-c2n[nH]c(=S)n2/N=C/C(Cl)=C/c2ccccc2)n[nH]1,-1
CCN(C(=O)c1cn(C)c(=O)c2cc(OC)c(OC)cc12)c1cc(OC)ccc1OC,1
CCC(C)(C)n1nnnc1CN(Cc1cc2cc(OC)ccc2[nH]c1=O)C1CCCC1,7
CCCS(=O)(=O)N1CCN(S(=O)(=O)c2ccc(F)cc2)CC1,-3
Cn1c(=O)c2c(ncn2CC(O)CNc2ccc(Cl)cc2)n(C)c1=O (configuration not stated),0
Cc1cccc(OCCC(=O)OCC(=O)N2CCc3ccccc32)c1,-4
CCOc1ccccc1OCCN1CCC(Cc2ccccc2)CC1,2
COc1ccccc1N1CCN(C(=O)CCc2ccc(S(=O)(=O)NC(C)C)cc2)CC1,3
CCCS(=O)(=O)N1CCC(C(=O)NCCc2ccccc2)CC1,-12
COc1ccc(-c2nn(-c3ccccc3)cc2CO)cc1,-10
CCC(C)n1c(NC(=O)c2ccccc2)c(C#N)c2nc3ccccc3nc21 (configuration not stated),-11
